Source: PubChem BioAssay
PKA-R2B act: activators of PKA-R2B holoenzyme, primary screen, biochemical, fluorescence polarization, Cy5-IP20, human; cAMP-dependent protein kinase catalytic subunit beta (Homo sapiens) + cAMP-dependent …; PKA-R2B holoenzyme dissociation; R2B truncated from residue 108, S112A mutant; 0% DMSO only, 100% 113 µM cGMP; activation, % at 11.4 µM; actives 0.079% (n = 340,000);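 active means activation above a cutoff set at the mean over all compounds plus 3 SD, cut at about 18% in these data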;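 further: higher means more holoenzyme dissociation and a rise in polarization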
DSG3 Ab inh: inhibitors of pemphigus antibody binding to DSG3, primary screen, biochemical, bead-based, flow cytometry, scFv-GFP. Desmoglein-3 (Homo sapiens), P32926. DSG3-coupled beads, scFv-anti-DSG3-GFP binding; hits give low values. binding (percent of control), % at 10 µM. actives 0.48% (n = 310,000). AID 588358, 2011;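 active means binding more than 3 SD below its plate's average and above zero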;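 further: hits lower antibody fragment binding to DSG3; some compounds called inactive have numbers as strong as hits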
MITF TRPM1 HTS: activators of MITF-driven TRPM1 promoter reporter, primary screen, cell-based, SK-MEL-5, luciferase, single point; AID 588334, 2011; activation, % at 12.5 µM; SK-MEL-5 TRPM1-promoter luciferase, 24 h; % of positive control, neutral wells = 0; actives 0.75% (n = 300,000);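 active means mean activation of at least 80% with every replicate also reaching 80%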;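 further: 0% = neutral control wells and 100% = parthenolide positive control wells; values of inactives mirror those of a sister screen read the other way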
PKA-R1A activ: activators of PKA-R1A holoenzyme, primary screen, biochemical, fluorescence polarization, Cy5-IP20, bovine R1A, mouse PKAc; AID 504707, 2011; PKA-R1A dissociation; scaled: DMSO 0%, 113 µM cGMP 100%; cAMP-dependent protein kinase type I-alpha regulatory subunit (Bos taurus) + …; activation, % at 11.4 µM; actives 0.083% (n = 340,000);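 active means percent activation above the mean of all tested compounds plus 3 SD, cut at about 19% in these data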;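 further: higher means more PKAc released from R1A so a rise in polarization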
Arrestin-AP2 inh: inhibitors of beta-arrestin/AP2 binding, primary screen, biochemical, GPCR trafficking, flow cytometry; beta-arrestin 1 C-terminal peptide binding to AP2 beta2-adaptin appendage (human); FITC-arrestin peptide / GST-AP2 beads; AP2 beta2 appendage carries R879A mutation; inhibition, % at 10 µM; actives 0.31% (n = 340,000); AID 504490, 2011;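 active means inhibition above a set limit, near 3 SD of compounds lacking own fluorescence, cut at about 54% in these data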;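 further: plate controls were DMSO wells for no effect and 5 µM unlabelled arrestin peptide for full effect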
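Test system: GST-tagged AP2 beta2-adaptin appendage (R879A) on 4 µm glutathione beads; also added: fluorescein-tagged arrestin peptide at 50 nM final; timing: 12 min plus 1 h, RT; signal: flow cytometry, FL1 (488/535 nm); read-out: percent drop in bead-associated FITC signal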
SR-BI uptake up: activators of SR-BI mediated DiI-HDL uptake, primary screen, ldlA[mSR-BI] CHO cells, DiI fluorescence; activation, % at 12.5 µM; 3 h; 100 = double the neutral-control signal; actives 0.096% (n = 320,000);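 active means mean replicate activation of at least 60% and every replicate at or above 60%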;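 further: 0% = median plate neutral-control signal and 100% = twice that signal; values of inactives mirror those of a sister screen read the other way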
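Test system: SR-BI-overexpressing, LDLR-lacking CHO cells; Also added: labelled HDL, 10 µg/mL; Measured by: bottom-read cell fluorescence after medium removal, ex 550/em 595 nm; Timing: 3 h uptake period with compound, 37 °C; Buffer or medium: F12, 0.5% BSA, 25 mM HEPES; Doses: single compound concentration, delivered by pin transfer.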
Mot1-301 SUMO: yeast Mot1-301 growth rescue at high temperature, primary screen, SUMOylation pathway inhibitor project, S. cerevisiae, ATP luminescence, 38.5C | S. cerevisiae Mot1-301 growth rescue; percent above DMSO median, 100 means doubled | growth rescue, % at 18.8 µM | actives 1% (n = 320,000) | AID 2716, 2010;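 active means every valid replicate shows activation above 250% relative to neutral control wells; inactive means the rest, any valid replicate at or below 250%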;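 further: OY570 slx delta 5 strain wells were the positive control but not used for scaling; some compounds called inactive have numbers as strong as hits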
dFosB activator: activators of delta FosB homodimer, primary screen, biochemical, fluorescence polarization, TAMRA-CDK5 oligo, single point. purified delta FosB; percent of positive-control signal above neutral wells. actives 0.99% (n = 340,000). activation, % at 25 µM;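 active means mean activation above about 17%, with every replicate also reaching it, limit read from the data, passing the limit was not always enough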;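 further: fluorescence polarization rise as delta FosB binds a TAMRA Cdk5 AP-1 oligo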
CDK5 inh: inhibitors of human CDK5/p35 kinase, primary screen, biochemical, single concentration; inhibition, % at 10 µM; actives 0.01% (n = 330,000); Cyclin-dependent kinase 5 (Homo sapiens) + Cyclin-dependent kinase 5 activator 1 (Homo …; Recombinant CDK5/p35, ADP-Glo luminescence, 60 min;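 active means highest replicate inhibition of at least 50% and at least 75% of replicates reaching 50%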;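 further: plate controls were DMSO neutral control for no effect and GW8510 at 10 µM for full effect; many of its hits are not listed in these tables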
NSD2 inh: NSD2 histone methyltransferase inhibitors, primary screen, biochemical, AlphaScreen, single concentration, set 2. Histone-lysine N-methyltransferase NSD2 (Homo sapiens), O96028. NSD2 peptide methylation, 120 min. inhibition, % at 12.5 µM. actives 0.54% (n = 310,000). AID 743445, 2014; in the data active means inhibition above about 50%
SR-BI HDL uptake: inhibitors of SR-BI mediated HDL lipid uptake, primary screen, ldlA[mSR-BI] cells, fluorescence, single point; inhibition, % at 12.5 µM; Scavenger receptor class B member 1 (Mus musculus), Q61009; ldlA[mSR-BI] CHO cells, DiI-HDL uptake fluorescence, 3 h; actives 0.96% (n = 320,000);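 active means mean replicate inhibition of at least 70% and a set share of replicates each scoring 70 or more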;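 further: 0% = median of neutral control wells and 100% = median of positive control wells; values of inactives mirror those of a sister screen read the other way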
Numbers without * were called inactive; . = not tested or not shown; + = active, no number.

Sample of the layout (3 entries):
SMILES	PKA-R2B act	DSG3 Ab inh	MITF TRPM1 HTS	PKA-R1A activ	Arrestin-AP2 inh	SR-BI uptake up	Mot1-301 SUMO	dFosB activator	CDK5 inh	NSD2 inh	SR-BI HDL uptake
NC(=O)C1CCCN(Cc2ccc(Cl)cc2)C1 (configuration not stated)	-7	98	8	-5	1	-1	-22	-3	-0.7	0	1
Cc1ccnc(NC(=O)c2sc3ccccc3c2Cl)c1	-3	101	-2	5	29	-22	17	0	0.6	-5	22
Cc1ccccc1N1CCN(C2CCCN(C(=O)c3cc(C(C)C)[nH]n3)C2)CC1 (configuration not stated)	-6	106	7	5	-7	-57	-2	-11	-4.1	0	57

This part in full, from the first entry:
SMILES	PKA-R2B act	DSG3 Ab inh	MITF TRPM1 HTS	PKA-R1A activ	Arrestin-AP2 inh	SR-BI uptake up	Mot1-301 SUMO	dFosB activator	CDK5 inh	NSD2 inh	SR-BI HDL uptake
NC(=O)C1CCCN(Cc2ccc(Cl)cc2)C1 (configuration not stated)	-7	98	8	-5	1	-1	-22	-3	-0.7	0	1
Cc1ccnc(NC(=O)c2sc3ccccc3c2Cl)c1	-3	101	-2	5	29	-22	17	0	0.6	-5	22
Cc1ccccc1N1CCN(C2CCCN(C(=O)c3cc(C(C)C)[nH]n3)C2)CC1 (configuration not stated)	-6	106	7	5	-7	-57	-2	-11	-4.1	0	57
CN(C)S(=O)(=O)c1ccc(C(=O)Nc2ccccc2[N+](=O)[O-])cc1	-6	98	-3	-10	15	-13	5	-3	2.7	5	13
CC(=O)c1ccc(NC(=O)C2CCC(C)NC2=O)cc1 (configuration not stated)	1	96	6	-10	2	3	12	2	0.6	-4	-3
CCOc1cc(C)nc(N2CCC(C(=O)NC3CC3)CC2)n1	10	92	-3	-7	18	6	.	3	0.5	3	-6
c1ccc(Cc2nnc3sc(Nc4ccccc4)nn23)cc1	-1	95	-3	13	40	-6	4	8	0.4	-5	6
CCC(NS(=O)(=O)c1ccc(C)cc1)C(=O)N1CCOCCOCCOCCOCC1 (configuration not stated)	-4	117	-2	7	-4	.	22	-2	1.1	-1	.
O=C(CNc1cccc(C(F)(F)F)c1)Nc1cccc(S(=O)(=O)N2CCCC2)c1	-19	93	-6	-4	8	0	-13	-9	1.3	6	0
C/C=C/c1ccccc1OCc1ccc(C(=O)O)o1	-12	98	-4	-7	3	45	-7	2	-0.1	1	-45

Next section; it opens with the 2 that closed the last part.
SMILES	PKA-R2B act	DSG3 Ab inh	MITF TRPM1 HTS	PKA-R1A activ	Arrestin-AP2 inh	SR-BI uptake up	Mot1-301 SUMO	dFosB activator	CDK5 inh	NSD2 inh	SR-BI HDL uptake
O=C(CNc1cccc(C(F)(F)F)c1)Nc1cccc(S(=O)(=O)N2CCCC2)c1	-19	93	-6	-4	8	0	-13	-9	1.3	6	0
C/C=C/c1ccccc1OCc1ccc(C(=O)O)o1	-12	98	-4	-7	3	45	-7	2	-0.1	1	-45
c1ccc(C2OC3c4cccc5cccc(c45)C3N2c2ccccc2)cc1 (configuration not stated)	6	90	-13	-8	2	-4	8	3	-2.7	.	4
CCC(C)NC(=O)CCNS(=O)(=O)c1ccc(Br)cc1 (configuration not stated)	2	101	-10	-11	-1	19	2	-4	2.3	1	-19
COc1cc(OC)cc(C(=O)N/N=C(\C)CC(=O)Nc2ccccn2)c1	-10	98	3	-1	3	32	9	-7	2.1	-3	-32
CC(=O)C1=C(O)C(=O)N(c2ccc(C(=O)O)cc2)C1c1ccccc1 (configuration not stated)	8	104	1	0	1	12	7	2	0.9	0	-12
Cn1nnc(NC(=S)NC(=O)c2ccco2)n1	-12	96	7	-4	-6	11	4	0	1.6	-4	-11
Cc1ccc(-c2nn3c(C)nnc3c3ccccc23)cc1S(=O)(=O)NCCO	-3	109	7	-6	0	0	-19	-17	-5.2	0	0
CCc1n[nH]c(=S)n1/N=C/c1cc(Br)c(O)c(OC)c1	5	103	-5	5	-9	.	-20	-3	0.8	4	.
O=C(NC1=NCCCCC1)c1cccc2ccccc12	0	86	7	1	0	25	-5	2	0.7	-2	-25
CCS(=O)(=O)NCCc1cc2cc(C)c(C)cc2[nH]c1=O	-15	106	-5	-7	-8	-3	.	-6	-3.1	-1	3
C/C(=N\NC(=O)c1c(Cl)c(C)nn1C)c1cccc(NC(=O)c2cccc(F)c2)c1	-15	107	20	-5	3	-61	161	-7	-1.1	-1	61
CC1=C([N+](=O)[O-])C(c2ccccc2Cl)NC(=O)N1C (configuration not stated)	3	92	5	-7	-17	0	-9	-2	0.9	23	0
O=c1[nH]c(C2CCN(S(=O)(=O)c3ccc(C(F)(F)F)cc3)CC2)nc2c1nnn2Cc1cccc(F)c1	-3	117	.	-7	-5	.	0	-16	-5.5	0	.
Cc1cc2cc(CN(Cc3ccco3)C(=O)NCc3ccccc3)c(=O)[nH]c2cc1C	1	100	-3	3	7	19	-1	3	-1.0	.	-19
COCCNC(=O)Nc1ccc2nc(-c3cccs3)c(-c3cccs3)nc2c1	8	86	-1	-6	26	-27	13	-12	0.9	-5	27
COc1ccc(-c2csc(NC(=S)NC(=O)/C=C/c3ccco3)n2)cc1OC	-12	104	-18	2	-4	-76	-17	-6	-1.0	-2	76*
COc1ccc(/C=C/c2ccccc2)cc1[C@H]1[C@@H]2C=CCC[C@@]2(C)C(=O)N1Cc1ccccc1	-11	102	73	-7	-5	-6	-7	7	-0.7	.	6
O=C(COc1ccc(S(=O)(=O)NC2CCCCC2)cc1Cl)N1CCN(c2ccccc2)CC1	4	93	-14	-20	5	-20	.	-14	-1.1	-1	20
Cc1ccc(/C(N)=N/OC(=O)Cc2cccs2)cc1	-7	104	111*	3	-9	3	103	1	0.3	1	-3
CCCC(O)(c1ccc(OC)cc1)C(CN1CCOCC1)c1ccc(Cl)cc1 (configuration not stated)	-1	105	-6	-8	3	7	90	-6	0.3	2	-7
CCOc1ccccc1N1CCN(C(=O)NC2CCCCC2)CC1	7	94	9	-5	19	-20	-3	-2	-0.6	2	20
O=C(CCCC1=NS(=O)(=O)c2ccccc2N1)N1CCN(c2ccccc2)CC1	9	.	-4	-2	1	10	230	-9	-3.1	2	-10
COCCCn1c(=O)c2sccc2n2c(CCCC(=O)NCc3ccccc3OC)nnc12	-4	.	-1	3	30	-11	3	-4	-0.7	-1	11
Cc1ccc(S(=O)(=O)Nc2ccc3ccccc3c2[N+](=O)[O-])cc1	1	91	-25	-1	4	5	.	-2	-3.4	12	-5
CC(C)C[C@@H]1NC(=O)[C@H](CO)NC(=O)c2cc([N+](=O)[O-])cc(I)c2OCC[C@@H](C(N)=O)NC1=O	-2	109	8	-11	6	31	-9	-1	1.8	.	-31
O=c1oc2ccccc2c2oc3cc(O)c(O)cc3c12	-1	99	68	-12	8	.	61	-17	0.7	.	.
COc1ccc(/C=C/C(=O)OC(C)CN2CCOCC2)cc1 (configuration not stated)	3	97	0	-6	21	-1	.	2	1.1	-2	1
O=C(CN(C(=O)C1CSC(=O)C1)c1ccccc1F)NCc1ccc2c(c1)OCO2 (configuration not stated)	-6	102	-3	-5	17	4	306	-2	0.9	-1	-4
O=C(Cn1cnc2ccccc2c1=O)NCC(=O)N1CCN(c2ccccn2)CC1	2	.	9	2	-1	-9	11	4	1.0	-1	9
OCC[C@H]1C[C@@H](O)[C@H](O)[C@]2(Cc3ccccc3CO2)O1	-13	97	.	-9	2	9	-8	5	-1.5	.	-9
COc1ccc(CNC(=O)c2cc(=O)c3cc(C)cc(C)c3o2)cc1	-6	87	6	-9	8	6	+	9	0.9	-2	-6

As entered above:
O=C(CCCC1=NS(=O)(=O)c2ccccc2N1)N1CCN(c2ccccc2)CC1 @ MITF TRPM1 HTS: -4
Cc1ccc(S(=O)(=O)Nc2ccc3ccccc3c2[N+](=O)[O-])cc1 @ PKA-R1A activ: -1

The results go on:
SMILES	PKA-R2B act	DSG3 Ab inh	MITF TRPM1 HTS	PKA-R1A activ	Arrestin-AP2 inh	SR-BI uptake up	Mot1-301 SUMO	dFosB activator	CDK5 inh	NSD2 inh	SR-BI HDL uptake
Cc1ccc(NC2CCCN(C(=O)C3CCCC3)C2)cc1C (configuration not stated)	6	.	-6	-10	-9	8	-17	1	-0.1	6	-8
CCOC(=O)c1c(C)[nH]c(C)c1C(=O)COC(=O)c1ccc(S(=O)(=O)C(F)F)cc1	-7	.	.	-11	-7	1	-5	-9	1.3	2	-1
CC(C)[C@H](Nc1ccc(S(=O)(=O)N2CCOCC2)cc1[N+](=O)[O-])C(=O)OCC(N)=O	-2	101	-3	-5	2	2	-14	-6	0.9	2	-2
COc1ccsc1C(=O)NCCN1CCOCC1	4	101	-13	5	-12	1	469	2	2.2	-3	-1
CCCCN(CC)S(=O)(=O)c1ccc2c(c1)CCCN2C(C)=O	6	96	-16	-8	-5	-34	-22	-6	-0.9	0	34
